Assay outcomes deposited in PubChem by several laboratories.
CF NFkB inh = cystic fibrosis NF-kB activation inhibition | KKLEB NF-kB-GFP reporter, PAF-induced, GFP fluorescence overnight | inhibition, % at 5 µM | 360,000 compounds, 0.86% hits | AID 588850;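 active = at least 50% inhibition at 5 µM, scaled per plate between neutral and stimulator controls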;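 also: PAF is a Pseudomonas aeruginosa culture filtrate used as stimulus; plate controls were PAF-stimulated DMSO wells for no effect and unstimulated DMSO wells for full effect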
HIF-2a block = HIF-2a inhibition; 786-0 RCC cells HIF-2a reporter, luciferase luminescence, overnight; inhibition, % at 18.8 µM; 360,000 compounds, 0.72% hits; AID 624352;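 active = inhibition of the luminescence signal of 40% or more relative to plate controls, in a single-dose primary screen at 18.75 µM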
Peg3 promoter = reduces Peg3 promoter-driven luciferase expression in HeLa; HeLa PEG-Prom luciferase reporter, luminescence, overnight; AID 588405; inhibition, % at 20 µM; 360,000 compounds, 1.7% hits;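 active = inhibition of at least 50% at 20 µM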
Vif inh = blocks HIV Vif function. 340,000 compounds, 0.35% hits. inhibition, % at 7.49 µM. HEK293T cells, Vif self-association by quenched fluorescence, imaging, 24 h; in the data active = inhibition above about 50%, passing the limit was not always enough; inconclusive = no clear call, values can overlap the other calls; inactive = below about 31%; also: some results filed as inactive read as strong as hits
TRPM1 prom inh = reduces MITF-dependent TRPM1 promoter luciferase signal; SK-MEL-5 TRPM1 promoter luciferase, 24 h; inhibition, % at 12.5 µM; 330,000 compounds, 0.83% hits; AID 488899;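 active = mean inhibition across replicates of 60% or more, whatever share of single replicates reaches that level; inconclusive = some that reach 60%, reason not given; inactive = mean inhibition across replicates below 60%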; also: values of inactives mirror those of a sister screen read the other way
NR2E3 ag-1 = human photoreceptor-specific nuclear receptor agonism. 360,000 compounds, 0.35% hits. Q9Y5X4. AID 602229. inhibition of corepressor binding, % at 3.98 µM. CHO-S Gal4-NCOR/VP16-NR2E3 two-hybrid, luciferase;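 active = inhibition above the mean of all tested compounds plus 3 SD, cut at about 70% in these data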;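 also: 0% = DMSO with NR2E3 transfected cells and 100% = cells lacking NR2E3 construct; higher means lower luciferase signal from less NR2E3 corepressor binding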
Target sequence (Q9Y5X4 whole entry, looked up, the tested form may be a part): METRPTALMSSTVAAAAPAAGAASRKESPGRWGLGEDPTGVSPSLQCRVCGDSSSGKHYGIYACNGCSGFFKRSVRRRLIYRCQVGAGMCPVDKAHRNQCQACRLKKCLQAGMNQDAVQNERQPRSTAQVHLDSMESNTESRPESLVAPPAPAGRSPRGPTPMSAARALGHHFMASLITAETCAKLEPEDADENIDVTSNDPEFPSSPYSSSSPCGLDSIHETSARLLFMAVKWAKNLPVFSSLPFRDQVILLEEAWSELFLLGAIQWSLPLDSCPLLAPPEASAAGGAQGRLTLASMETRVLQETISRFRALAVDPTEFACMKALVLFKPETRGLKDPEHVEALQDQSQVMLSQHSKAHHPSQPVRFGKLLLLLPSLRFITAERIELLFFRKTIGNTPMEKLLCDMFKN
KKLEB cytotox = counter-screen for CF NF-kB inhibitors: cytotoxicity | KKLEB CF airway cells viability, ATPlite luminescence, overnight; active compounds read low; cells stimulated with P. aeruginosa culture filtrate | activity change (cytotoxicity), % at 5 µM | 360,000 compounds, 0.36% hits;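 active = corrected activity change at or below -50% at 5 µM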
CaV13 FRET inh = Primary screen for inhibitors of IQ motif and Ca2+-dependent inactivation inhibitor domain binding in CACNA1D, Förster resonance energy transfer in living cells, …; HEK cells, CFP/YFP FRET ICDI-IQ, plate reader, 10 min; percent FRET-ratio fall versus neutral wells; inhibition, % at 12.3 µM; 340,000 compounds, 0.098% hits; AID 743397;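 active = mean replicate inhibition of at least 30% and at least 1% of replicates passing that level; inconclusive = only one of the two criteria is met; inactive = neither criterion is met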;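 also: 0% = median of the neutral control wells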
NR2E3 ag-2 = agonists of human nuclear receptor NR2E3; Q9Y5X4; GST-NR2E3/biotin-RetCOR TR-FRET, 1536-well; inhibition of corepressor binding, % at 4.78 µM; 320,000 compounds, 0.12% hits; AID 2300;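 active = percent inhibition above the cutoff of mean plus 3 SD of all tested compounds, set per screening campaign, cut at about 20% in these data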;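 also: 0% = DMSO wells and 100% = biotin wells as full block of FRET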
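Material – GST-tagged NR2E3 plus biotinylated RetCOR corepressor · Quantity – NR2E3 fusion 1.35 nM · Times – 5 h incubation at 4 °C · Medium – pH 7.5 Tris-based buffer · Technique – TR-FRET, Eu(K)-anti-GST donor, streptavidin-D2 acceptor, ex 340, em 617/671 nm · Benchmarks – high control biotin, low control 0.6% DMSO · Format – 1536-well plates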
PDI inh = blocks human protein disulfide isomerase activity. PDI insulin aggregation turbidity, A650, 90 min. inhibition, % at 10 µM. 350,000 compounds, 0.052% hits;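 active = mean inhibition across replicates of 30% or more, whatever share of single replicates reach that level; inconclusive = mean inhibition below 30% while every single replicate reaches 30%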;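 also: absorbance from insulin aggregation driven by PDI reduction with DTT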
Target sequence (P07237 whole entry, looked up): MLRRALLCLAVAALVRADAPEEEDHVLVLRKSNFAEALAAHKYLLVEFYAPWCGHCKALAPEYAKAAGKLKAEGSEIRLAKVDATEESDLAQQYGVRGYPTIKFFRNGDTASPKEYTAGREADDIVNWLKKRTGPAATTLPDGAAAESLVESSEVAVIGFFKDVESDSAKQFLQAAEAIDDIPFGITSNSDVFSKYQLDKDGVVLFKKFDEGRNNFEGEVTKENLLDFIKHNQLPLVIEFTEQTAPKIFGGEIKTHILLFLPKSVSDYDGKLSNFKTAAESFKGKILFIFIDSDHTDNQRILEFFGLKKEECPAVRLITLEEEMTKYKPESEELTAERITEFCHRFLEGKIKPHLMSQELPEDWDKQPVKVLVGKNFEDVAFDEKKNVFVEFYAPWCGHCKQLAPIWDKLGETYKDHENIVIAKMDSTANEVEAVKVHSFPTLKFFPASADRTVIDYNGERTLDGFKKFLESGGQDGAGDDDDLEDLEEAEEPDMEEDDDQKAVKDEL
Shn3 3UTR inh = reduces Shn3 3'UTR luciferase signal in osteoblasts | Clone20 osteoblast Shn3 3'UTR firefly luciferase, 24 h | inhibition, % at 12.5 µM | 360,000 compounds, 0.52% hits;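 active = mean inhibition of at least 75% with every replicate also reaching 75%; inconclusive = mean inhibition at least 75% but some replicate below; inactive = mean inhibition below 75%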;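 also: 0% = median of neutral control wells and 100% = pilot-screen positive control compound; some compounds past the cut are filed as inactive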
* = called active by the depositor; u = inconclusive; x = not tested or not shown; & = joins results of further samples. Some of the compounds tested, so the mix of outcomes need not match the whole.

SMILES	CF NFkB inh	HIF-2a block	Peg3 promoter	Vif inh	TRPM1 prom inh	NR2E3 ag-1	KKLEB cytotox	CaV13 FRET inh	NR2E3 ag-2	PDI inh	Shn3 3UTR inh
Oc1ccc(/C=N/NP(=S)(c2ccccc2)c2ccccc2)cc1O	-8	17	1	13	9	-7	0	-8	5	-2	3
COc1ccc(Cl)cc1N=Cc1c(O)n(C)c(=O)n(C)c1=O	-15	4	7	-12	9	5	10	-14	0	-2	-6
NC1=NC(=O)N2CC12 (centres undefined)	-8	-1	-8	12	1	-20	4	-6	x	7	-9
N#CCCn1cc(C(=O)Nc2ccccc2Br)c(-c2ccc([N+](=O)[O-])cc2)n1	-9	17	18	x	11	-3	1	-5	-4	-10	15
COc1ccccc1-n1c(-c2ccccc2Br)nc2ccccc2c1=O	-11	15	18	-3	-9	3	5	-4	3	4	6
C/C=C1/C[N+]2(C)CCC34C(=C(C=O)[C@H]1C[C@@H]32)Nc1ccccc14 (some centres undefined)	8	1	-7	-1	1	-4	4	-5	4	8	18
COc1ccc(CN2Cc3cnnn3-c3ccccc3C2C#N)cc1 (centres undefined)	7	90*	93*	x	98*	21	-3	-10	x	17	-21
CC(NCc1ccccc1C(F)(F)F)C(O)c1ccccc1 (centres undefined)	7	-16	-2	4	-7	-7	-7	-6	-1	-2	-8
COC(=O)Nc1ccc(N=C(N)N[N+](=O)[O-])cc1	-5	8	-6	2	-2	-9	4	-3	4	10	2
O=C1NC(=O)C(C2CCCCCC2)C(=O)N1	10	12	18	12	-2	17	0	-5	x	-2	-25
O=c1c2ccccc2[nH]c(=S)n1-c1ccc(Br)cc1	25	14	11	0	5	-20	-9	-4	36*	2	17
N=c1sccn1Cc1ccc(Cl)cc1Cl	9	17	15	1	5	-8	-6	-7	1	-1	3
Oc1ccc2c3c1O[C@H]1[C@@H](O)CC[C@@]4(O)[C@@H](C2)N(CC2CCC2)CC[C@]314	3&3	-2&-1	-6&2	-8&-3	3&-4	6&-8	17&33	-5&-5	-1&-2	1&4	16&35
CC(C)OC1CCCC(O)C1CC(=O)O (centres undefined)	7	14	11	-14	-12	13	1	-13	-3	-4	3
O=Cc1cn(Cc2cccc([N+](=O)[O-])c2)c2ccccc12	38	46*	101*	-3	24	-16	-40	-14	-1	2	34
CCOC(=O)[C@]12Cc3c(cc(OC)c(OC)c3OC)[C@H]1N(Cc1ccccc1)C(=O)c1ccccc12	-29	27	17	1	10	-6	2	-10	x	-3	7
O=C(CN1CCOCC1)c1ccc(Br)cc1	-8	13	16	8	1	11	2	-2	-1	3	7
CC1CN(O)C2CCc3c(no[n+]3[O-])C12O (centres undefined)	6	12	8	9	-6	-11	4	-4	0	4	10
CCCN(CCC)C1CCc2cccc(O)c2C1 (centres undefined)	-18	-11	-5	-7	-6	-8	25	-5	4	-2	4
CC1(C)C(C(=O)NN2C(=O)c3ccccc3C2=O)C1(C)C	0	5	15	0	-1	10	5	-6	5	2	-19
O=C(O)c1ccccc1NC(=O)N1C[C@H]2C[C@@H](C1)c1cccc(=O)n1C2	13	11	-1	10	x	-22	-9	x	1	x	1
C=CCn1c(O)c(C(C)=NCCO)c(=O)[nH]c1=O	8	2	16	x	-5	4	4	-4	0	4	-35
C/C(=N\NC(=O)c1ccncc1)c1c(O)n(Cc2ccccc2)c(=O)[nH]c1=O	-8	15	-5	-1	7	-14	-4	6	1	-1	-40
COC(=O)C12CCc3cc(OC)ccc3C1=CC(=O)C2 (centres undefined)	-11	6	-11	1	x	-6	-9	-6	x	-1	47
O=c1[nH]oc2c1CCNC2	-12	-1	-9	-2	-2	-22	-3	-5	-3	7	-5
Cn1cc(CCC(=O)N2CCC3(CC2)OCCO3)c2ccccc21	-6	17	23	6	6	-5	10	-5	2	13	-9
CSCCC(c1nnnn1-c1c(C)cccc1C)N1CCC(n2c(=O)[nH]c3ccccc32)CC1 (centres undefined)	37	-5	18	x	x	-5	-26	-5	x	x	16
COc1ccc2[nH]c(C)c(CCNCc3cc(OC)c4c(c3)OCO4)c2c1	4	8	4	20	-10	5	0	-31	2	-8	26
COC(=O)C1=C(c2cccc(OCc3ccccc3)c2)C[C@@H]2CC[C@H]1N2C(=O)NCCOc1ccccc1	-2	4	6	-22	8	-6	-25	-5	4	2	21
O=S(=O)(c1ccc(Cl)cc1)N1CCCCC1c1cccnc1 (centres undefined)	26	20	15	22	-1	-11	3	-7	2	12	-11
COC(=O)C1=C(c2ccc(F)cc2OCc2ccccc2)C[C@@H]2CC[C@H]1N2C(=O)NCCOc1ccccc1Cl	7	20	24	2	7	6	-1	-11	0	7	1
N#Cc1ccc(NC(=O)CN2C(=O)NC3(CCCC3)C2=O)cc1Cl	8	5	2	-4	11	7	0	-3	-3	-9	-9
Clc1ccc2c(c1)C(c1ccccc1Cl)=NCc1nnc(Br)n1-2	-3	3	5	-3	19	11	1	x	0	4	4
CC(=O)NC(Cc1ccc(N(CCCl)CCCl)cc1)C(=O)NC(C(=O)O)C(C)C (centres undefined)	2	9	-5	-8	-21	12	13	-5	3	3	5
CC[C@H]1C2C[C@H]3[C@@H]4N(C)c5ccccc5C45C[C@H](C2[C@H]5O)N3[C@@H]1O (some centres undefined)	-3	7	-6	-16	12	-27	8	-5	5	-2	1
CC(C)CC1C(C#N)=C(N)Oc2c1c(=O)oc1ccccc21 (centres undefined)	11	4	-1	18	x	3	-3	-6	3	-4	-4
CN1CCN(Cc2c(F)cccc2Cl)CC1	4	8	0	-6	-6	-23	9	8	x	-4	-27
Cc1cccnc1-n1c(C)nc2ccccc2c1=O	-13	-6	10	-22	9	24	1	x	-3	-4	-1
N#Cc1ccc(NC(=O)CN2CCCC2)cc1Cl	6	-4	-1	-5	8	-2	16	-4	4	9	1
Cc1cc(/C=C2\C(=O)NC(=O)N(c3ccc(F)cc3)C2=O)c(C)n1-c1cccc(C(=O)O)c1	8	11	-3	-3	-3	-3	6	-11	5	-4	-22
CN1C(=O)C(=Cc2sc(=O)n(-c3ccccc3)c2N(C)C)C(=O)N(C)C1=O	-10	19	24	11	6	9	-1	-2	-3	-2	5
CCC(=O)Nc1cc(C(=O)N2CCC3(CC2)OCCO3)ccc1S(=O)(=O)c1ccc(C)cc1	-7	17	-3	0	2	-31	5	x	1	4	-2
CCC1(C)OC(c2ccccc2)=C/C(=C/C=C2C(=O)NC(=O)NC2=O)O1 (centres undefined)	22	14	7	0	12	2	-2	-127	x	9	8
Fc1ccccc1N1CCN(Cc2c(F)cccc2F)CC1	-4	-3	19	-1	-12	-19	1	-4	-1	-16	9
CCC1CO/C(=C(\C(Cl)=C(Cl)Cl)[N+](=O)[O-])N1Cc1ccc(Cl)nc1 (centres undefined)	4	2	0	4	8	-36	6	-21	1	-9	-10
CCOC(=O)c1ccc(NC(=O)c2c(O)[nH]c(=O)[nH]c2=O)cc1	7	17	9	0	-4	3	1	-5	1	9	-7
Cc1nccc2c1[nH]c1ccc(Br)cc12	13	-61	-13	u	-20	-7	-3	x	-3	x	28
c1ccc2sc(N3CCNCC3)nc2c1	12	-14	-11	-19	-1	-44	7	-6	-2	-4	-23

Reprinted at random: 6 compounds from above
SMILES	CF NFkB inh	HIF-2a block	Peg3 promoter	Vif inh	TRPM1 prom inh	NR2E3 ag-1	KKLEB cytotox	CaV13 FRET inh	NR2E3 ag-2	PDI inh	Shn3 3UTR inh
Cc1nccc2c1[nH]c1ccc(Br)cc12	13	-61	-13	u	-20	-7	-3	x	-3	x	28
c1ccc2sc(N3CCNCC3)nc2c1	12	-14	-11	-19	-1	-44	7	-6	-2	-4	-23
Fc1ccccc1N1CCN(Cc2c(F)cccc2F)CC1	-4	-3	19	-1	-12	-19	1	-4	-1	-16	9
Cc1cccnc1-n1c(C)nc2ccccc2c1=O	-13	-6	10	-22	9	24	1	x	-3	-4	-1
N#Cc1ccc(NC(=O)CN2CCCC2)cc1Cl	6	-4	-1	-5	8	-2	16	-4	4	9	1
CN1C(=O)C(=Cc2sc(=O)n(-c3ccccc3)c2N(C)C)C(=O)N(C)C1=O	-10	19	24	11	6	9	-1	-2	-3	-2	5

Carrying on:
SMILES	CF NFkB inh	HIF-2a block	Peg3 promoter	Vif inh	TRPM1 prom inh	NR2E3 ag-1	KKLEB cytotox	CaV13 FRET inh	NR2E3 ag-2	PDI inh	Shn3 3UTR inh
Cc1ccc(-n2c(O)c(C=N)c(=O)n(-c3ccc(C)cc3)c2=O)cc1	18	13	21	-2	3	-11	0	-2	1	2	-8
COc1ccccc1OCCCn1cc(C(=O)C2CC2)c2ccccc21	6	-2	-4	-12	5	-2	-17	-7	0	-3	10
CC(C)c1ccc(NC(=O)N2C[C@H]3C[C@@H](C2)c2cccc(=O)n2C3)cc1	-4	2	4	-3	-7	1	9	x	2	x	-3
CCC1(O)CCC2C3CCC4=CC(=O)CCC4C3CCC21CC (centres undefined)	7	13	40	-18	-5	18	6	-5	x	16	39
CCCCCn1c(=O)c(C(=O)Nc2cccc(C)n2)c(O)c2ccccc21	0	12	24	15	11	-4	1	-5	-1	4	-13
O=C(CN1CCOCC1)NCC(=O)Nc1ccc(Br)cc1C(=O)c1ccccc1	12	10	7	3	13	-16	-6	-9	2	5	21
COc1ccc(CNCCc2ccc3c(c2)OCO3)c(OC)c1OC	-6	11	4	3	4	-16	3	-18	-3	17	26
CCOc1ccc(-n2c(O)c(C=Nc3ccc(N(CC)CC)cc3)c(=O)[nH]c2=O)cc1	-12	-20	3	0	11	5	4	x	-2	1	11
CCOC(C(=O)OCC(O)CN(CC)CC)(c1ccccc1)c1ccccc1 (centres undefined)	-9	17	6	3	-17	-15	5	-5	-1	-13	-7
CC(=O)O[C@H]1CC[C@@]2(C)[C@H](C1)C(=O)C[C@H]1[C@@H]3CC[C@@H]4[C@@H](CN5C[C@@H](C)CC[C@H]5[C@@]4(C)O)[C@@H]3C[C@@H]12	5	10	-9	-5	-2	15	5	-4	1	-2	11
CCN1CCN(C(=O)Cc2coc3cc(C)cc(C)c23)CC1	8	-17	-8	1	3	-33	-5	-5	1	5	-6
